Rv3671c protease = Rv3671c (M. tuberculosis) protease inhibition | inhibition, % at 5.96 µM | 320,000 tested, 0.048% active | AID 2606; in the data active = inhibition above about 38%;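 also: extracellular domain of Rv3671c used as enzyme; 0% = enzyme with DMSO and 100% = no enzyme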
Target sequence (P9WHR9 whole entry, looked up, the tested form may be a part): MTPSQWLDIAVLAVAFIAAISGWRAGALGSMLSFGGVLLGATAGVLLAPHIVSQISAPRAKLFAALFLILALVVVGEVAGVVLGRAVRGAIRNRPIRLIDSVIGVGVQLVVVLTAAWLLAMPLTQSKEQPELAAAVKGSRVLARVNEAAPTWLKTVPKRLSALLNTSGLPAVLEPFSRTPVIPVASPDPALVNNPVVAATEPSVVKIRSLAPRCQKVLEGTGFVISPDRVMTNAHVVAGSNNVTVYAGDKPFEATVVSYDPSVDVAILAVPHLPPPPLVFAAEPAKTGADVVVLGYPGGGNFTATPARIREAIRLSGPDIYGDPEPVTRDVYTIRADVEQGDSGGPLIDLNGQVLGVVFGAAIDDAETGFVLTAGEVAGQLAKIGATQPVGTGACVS
PrPC TRFRET = cell surface PrPC inhibition, primary TR-FRET screen; P04156; TR-FRET read-out; inhibition, % at 13.8 µM; 370,000 tested, 0.43% active; AID 720596; in the data active = inhibition above about 24%; also: 0% = median of the test wells and 100% = reference compound wells
FadD28 FP inh = M. tuberculosis FadD28 bisubstrate binding inhibition; inhibition, % at 12.5 µM; 360,000 tested, 0.22% active; FadD28 bisubstrate probe binding, fluorescence polarization; in the data active = inhibition above about 8.5%, passing the limit was not always enough; inconclusive = no clear call, values can overlap the other calls
Mtb UGM inh = blocks M. tuberculosis UGM enzyme | P9WIQ1 | purified UGM, fluorescence polarization probe displacement | inhibition, % at 10 µM | 320,000 tested, 0.06% active | AID 504406; in the data active = inhibition above about 10%, passing the limit was not always enough; inconclusive = no clear call, values can overlap the other calls
Target sequence (P9WIQ1 whole entry, looked up): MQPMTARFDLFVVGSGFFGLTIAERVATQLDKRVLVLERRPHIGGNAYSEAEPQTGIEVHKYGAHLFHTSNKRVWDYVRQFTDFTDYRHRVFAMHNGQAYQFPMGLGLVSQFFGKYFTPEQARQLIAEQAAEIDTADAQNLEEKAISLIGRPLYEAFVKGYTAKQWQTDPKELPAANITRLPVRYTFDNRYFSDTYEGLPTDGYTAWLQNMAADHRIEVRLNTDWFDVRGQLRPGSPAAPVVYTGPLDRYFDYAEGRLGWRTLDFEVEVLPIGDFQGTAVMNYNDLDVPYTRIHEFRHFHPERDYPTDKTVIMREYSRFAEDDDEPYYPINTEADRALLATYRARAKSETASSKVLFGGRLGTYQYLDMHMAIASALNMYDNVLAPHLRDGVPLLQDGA
MazF activator = activators of E. coli MazEF toxin-antitoxin RNase; 350,000 tested, 0.32% active; FAM/BHQ RNA-DNA oligo cleavage fluorescence, 5 h; P0AE70; activation, % at 20 µM; in the data active = activation above about 50%
Target sequence (P0AE70 whole entry, looked up): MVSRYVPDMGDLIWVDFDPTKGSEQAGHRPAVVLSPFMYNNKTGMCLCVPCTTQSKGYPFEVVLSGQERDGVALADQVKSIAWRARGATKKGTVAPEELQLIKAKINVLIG
GDH-TPI inh = GDH-TPI coupled enzyme inhibition counter-screen | GDH-TPI coupled enzyme counterscreen, NADH absorbance | inhibition, % at 4.8 µM | 360,000 tested, 1.2% active; in the data active = inhibition above about 30%;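 also: 0% = DMSO wells and 100% = wells lacking the enzyme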
Mtb BioA inh = BioA (M. tuberculosis) enzyme inhibition; 360,000 tested, 0.096% active; purified M. tuberculosis BioA enzyme, plate reader; inhibition, % at 9.99 µM; in the data active = inhibition above about 40%; inconclusive = no clear call, values can overlap the other calls
Mtb FBA inh = Mtb fructose-bisphosphate aldolase inhibition; P9WQA3; purified M. tuberculosis FBA, fluorescence read-out; inhibition, % at 1 µM; 360,000 tested, 2.3% active; AID 588726; in the data active = inhibition above about 27%;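 also: 0% = vehicle and 100% = reference inhibitor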
BoNT F protease = BoNT F light chain protease inhibition | AID 588497 | 360,000 tested, 0.22% active | Multiplex microsphere protease cleavage assay, flow cytometry | inhibition, % at 10 µM; in the data active = inhibition above about 35%, passing the limit was not always enough; inconclusive = no clear call, values can overlap the other calls; also: plate controls were buffer without enzyme for full effect and enzyme alone for no effect
An asterisk follows results filed as active; ? = inconclusive; / = not tested or not shown; + = active, no number.

SMILES	Rv3671c protease	PrPC TRFRET	FadD28 FP inh	Mtb UGM inh	MazF activator	GDH-TPI inh	Mtb BioA inh	Mtb FBA inh	BoNT F protease
CCC(C)SCC(=O)Nc1ccc(S(=O)(=O)N2CCOCC2)cc1OC (stereo unspecified)	-17	14	-1.1	8.1	9	-5	-2.8	-2	-4
CC[C@]12c3[nH]c4cc(CCC(=O)N(C)C)ccc4c3CCN1C(=O)[C@@H](CC(=O)NCCCN(C)C)C[C@@H]2C(=O)N1CCN(C(=O)C2CC2)CC1	/	5	-0.9	/	6	-10	-0.5	-2	-9
COc1ccc2sc(-c3ccc(N(C)C)cc3)c(C#CC(C)(C)O)c2c1	12	0	-0.6	2.4	17	23	-1.3	+	2
CN1C(=O)CS(=O)c2ccc(C(=O)NC3CC3)cc21 (stereo unspecified)	-2	-2	1.0	-0.7	9	0	1.5	3	-7
CC(=O)c1cccc(NC(=O)/C(=C\c2cccnc2)NC(=O)c2ccccc2)c1	2	2	-0.2	0.8	8	2	3.2	0	3
CCOc1cc(N2CCOCC2)c(OCC)cc1NC(=O)[C@H](C)NC(=O)c1ccco1	-4	7	0.2	-1.2	3	-1	0.0	-1	-10
N#CCCCCn1ccc(NC(=O)c2ccc(Cl)cc2O)n1	1	6	0.4	4.0	1	32*	/	12	?
CC(=O)N1N=C(c2ccco2)CC1c1ccco1 (stereo unspecified)	/	-6	-4.7	-1.2	3	6	-0.4	-3	?
CC(C)[C@H](NC(=O)c1ccccc1)C(=O)OCC(=O)Nc1ncc(Cl)cc1Cl	-2	10	0.4	1.0	-1	10	0.1	-1	-4
COc1cccc(-c2cc(C(=O)N3C(C)CCCC3C)no2)c1 (stereo unspecified)	4	-1	-0.4	-0.8	-4	2	/	0	-3
COc1ccc(NC(C)=O)cc1NC(=O)C1CCCN1C(=O)c1cccs1 (stereo unspecified)	/	-7	-1.7	/	1	0	/	-1	-12
O=C(c1ccccc1)c1ccc(OCC(O)CN2CCN(Cc3ccccc3)CC2)cc1 (stereo unspecified)	7	-8	-1.2	-5.8	4	6	2.7	0	-20
CCCc1cc(C(=O)N/N=C/c2cccn2C)cs1	9	9	-3.1	0.2	8	29	-0.4	-4	-10
CCC(CC)C(=O)Nc1nnc(S(=O)(=O)N(CC)c2ccc(OC)cc2)s1	/	-1	/	-0.6	3	3	2.0	1	-6
Cc1ccnc(NS(=O)(=O)c2ccc(NC(=O)C3COc4ccccc4O3)cc2)n1 (stereo unspecified)	0	-6	0.2	1.3	-6	-3	/	0	-6
Cc1cccc(N2CCN(S(=O)(=O)c3cc(-c4cc(C)no4)ccc3C)CC2C)c1 (stereo unspecified)	-6	11	-2.8	0.6	-5	-10	0.2	-1	-1
CCOc1cc(N2CCOCC2)c(OCC)cc1NC(=O)CCC1CCCC1	-5	-4	-1.3	-1.0	-2	7	-1.4	-5	-30
O=S(=O)(Nc1cc(C(F)(F)F)ccc1N1CCOCC1)c1ccc2ccccc2c1	-14	13	-1.3	2.6	-2	5	/	0	-20
COc1ccc(-c2ccc(-c3noc(-c4ccco4)n3)c(OC)n2)cc1	-15	-4	-2.3	0.4	-38	-3	-0.9	26	-7
S=c1[nH]nc(-c2ccco2)n1/N=C/C=C/c1ccccc1	6	-3	-2.6	3.3	-35	18	-0.1	1	2
CCCCCCSc1ccc(-c2nc3cnccn3c2NCCCC)cc1	3	-3	-5.1	-1.0	-20	-2	-0.6	24	-7
CS(=O)(=O)c1cnc(-c2ccccc2)nc1Oc1ccc(F)cc1	4	-1	0.0	3.9	-2	10	/	-1	-8
CC1CCN(CCCNC(=O)C2CC(=O)N(C3CCCCCC3)C2)CC1 (stereo unspecified)	-15	-5	-1.8	2.5	-6	3	-0.6	-3	0
COc1ccc(OCCN2CCOCC2)cc1	5	10	-4.3	-1.3	-1	8	-0.2	0	?
Cc1nnc(-c2cnn(C)c2N)n1Cc1ccc2c(c1)OCO2	5	-1	0.7	-0.2	12	18	/	0	-16

Copied from the listing (twelve entries):
SMILES	Rv3671c protease	PrPC TRFRET	FadD28 FP inh	Mtb UGM inh	MazF activator	GDH-TPI inh	Mtb BioA inh	Mtb FBA inh	BoNT F protease
COc1ccc2sc(-c3ccc(N(C)C)cc3)c(C#CC(C)(C)O)c2c1	12	0	-0.6	2.4	17	23	-1.3	+	2
CN1C(=O)CS(=O)c2ccc(C(=O)NC3CC3)cc21 (stereo unspecified)	-2	-2	1.0	-0.7	9	0	1.5	3	-7
CC(=O)c1cccc(NC(=O)/C(=C\c2cccnc2)NC(=O)c2ccccc2)c1	2	2	-0.2	0.8	8	2	3.2	0	3
CCOc1cc(N2CCOCC2)c(OCC)cc1NC(=O)[C@H](C)NC(=O)c1ccco1	-4	7	0.2	-1.2	3	-1	0.0	-1	-10
N#CCCCCn1ccc(NC(=O)c2ccc(Cl)cc2O)n1	1	6	0.4	4.0	1	32*	/	12	?
CC(=O)N1N=C(c2ccco2)CC1c1ccco1 (stereo unspecified)	/	-6	-4.7	-1.2	3	6	-0.4	-3	?
CC(C)[C@H](NC(=O)c1ccccc1)C(=O)OCC(=O)Nc1ncc(Cl)cc1Cl	-2	10	0.4	1.0	-1	10	0.1	-1	-4
COc1cccc(-c2cc(C(=O)N3C(C)CCCC3C)no2)c1 (stereo unspecified)	4	-1	-0.4	-0.8	-4	2	/	0	-3
COc1ccc(NC(C)=O)cc1NC(=O)C1CCCN1C(=O)c1cccs1 (stereo unspecified)	/	-7	-1.7	/	1	0	/	-1	-12
O=C(c1ccccc1)c1ccc(OCC(O)CN2CCN(Cc3ccccc3)CC2)cc1 (stereo unspecified)	7	-8	-1.2	-5.8	4	6	2.7	0	-20
CCCc1cc(C(=O)N/N=C/c2cccn2C)cs1	9	9	-3.1	0.2	8	29	-0.4	-4	-10
CCC(CC)C(=O)Nc1nnc(S(=O)(=O)N(CC)c2ccc(OC)cc2)s1	/	-1	/	-0.6	3	3	2.0	1	-6

Following part:
SMILES	Rv3671c protease	PrPC TRFRET	FadD28 FP inh	Mtb UGM inh	MazF activator	GDH-TPI inh	Mtb BioA inh	Mtb FBA inh	BoNT F protease
O=C(CN1CCCC1)N1c2ccccc2Sc2ccccc21	1	2	-1.9	-0.6	4	1	-0.6	-1	-1
CCC(C)(C)NC(=O)C(c1ccncc1)N(C(=O)c1sc(C)nc1C)c1ccc(F)cc1 (stereo unspecified)	4	-3	-1.0	-0.4	6	-4	/	-1	-4
C(COC1CC2CC1C1C2CC2OC21)OC1CC2CC1C1C2CC2OC21 (stereo unspecified)	/	4	0.3	/	-15	10	/	0	4
O=C(NC1(C(F)(F)F)Oc2ccc(Cl)cc2O1)N1CCC2(CC1)OCCO2 (stereo unspecified)	0	-10	-1.2	0.0	-3	8	-1.4	-6	5
COc1cc(NC(=O)N[C@@H](Cc2ccccc2)C(=O)O)cc(OC)c1	9	6	-4.8	0.6	3	7	-0.1	-2	8
Cc1ccc(NC(C)C(=O)N/N=C/c2ccc([N+](=O)[O-])s2)cc1 (stereo unspecified)	4	-42	-0.7	2.8	1	18	-1.0	-1	-1
O=C(CCCCCCCC(=O)N1CCCC1)N1CCCC1	/	-6	-1.0	/	4	-9	-0.3	-2	8
Cc1cc(C(=O)Nc2cccc3c2O[C@@H](CN(C)S(=O)(=O)c2ccccc2)[C@H](C)CN([C@@H](C)CO)C3=O)n(C)n1	6	-2	0.0	4.1	6	5	-1.0	3	6
CC1Cc2ccccc2N1c1ncnc2nc[nH]c12 (stereo unspecified)	1	/	-2.6	-0.6	6	17	-0.4	4	-14
Cc1ccc(S(=O)(=O)N2CCC(C(=O)N3CCC[C@H]3C(=O)NCc3ccco3)CC2)cc1	-6	4	-0.1	0.2	-16	0	0.4	-1	0
Cc1ccc(-c2nn(-c3ccccc3)cc2NC(=O)CCl)cc1	-16	-10	1.0	-1.3	-24	3	/	5	11
S=C(NCc1ccccc1)NCc1ccc(Cl)cc1	/	2	-4.0	-3.2	9	-1	-1.9	25	-1
O=C(CSCc1cccc(Cl)c1)N1CCN(Cc2ccc3c(c2)OCO3)CC1	6	5	-2.3	-0.3	2	-2	0.4	-4	-2
O=C(NN1C(=O)c2ccccc2NC1c1ccco1)c1ccc([N+](=O)[O-])cc1 (stereo unspecified)	2	-37	-1.9	-1.6	9	-1	/	-2	-4
Cc1ccc(C(=O)NC(=S)Nc2ccc(N3CCOCC3)cc2)cc1C	-9	14	-1.5	-0.3	3	-10	/	-5	-6
COc1ccc(C(CNC(=O)Cc2ccc(-c3ccccc3)cc2)N(C)C)cc1 (stereo unspecified)	8	11	0.6	-0.7	-1	-2	0.9	-2	-27
O=c1[nH]c(O)c(C=NC2CCCCC2)c(=O)[nH]1	4	9	-4.1	0.2	-2	10	/	0	?
COc1ccc(/C=C(\NC(=O)c2cccs2)C(=O)Nc2ccccc2C)cc1OC	6	-11	-3.0	0.2	1	38*	-1.1	0	-8
CC(C)Cn1c(SCC(=O)NCc2ccco2)nnc1-c1ccncc1	-10	8	-2.1	0.6	12	2	/	6	7
O=C1CC(c2ccco2)Sc2ccccc2N1 (stereo unspecified)	-2	2	-2.1	3.7	2	2	-1.0	2	-6
CC(C)n1nnnc1SCC(=O)c1ccc2c(c1)OCCO2	-8	-11	0.8	3.7	1	0	0.3	-1	16
CN(C(=O)CSc1ncnc2sc3c(c12)CCC3)C1CCS(=O)(=O)C1 (stereo unspecified)	-1	-7	-2.7	5.7	6	13	0.9	-1	-2
CCc1ccccc1NC(=O)CNC(=O)CCNC(=O)Nc1ccccc1	-2	1	-1.0	-2.5	14	6	4.7	0	3
O=C(c1ccc(S(=O)(=O)N2CCOCC2)cc1)N1CCOCC1	5	5	0.0	2.7	-21	-3	-2.4	0	2
O=C(c1cc([N+](=O)[O-])cc([N+](=O)[O-])c1)N1CCN(Cc2ccc3c(c2)OCO3)CC1	0	-2	-3.8	1.5	4	0	/	4	-1
SMILES	Rv3671c protease	PrPC TRFRET	FadD28 FP inh	Mtb UGM inh	MazF activator	GDH-TPI inh	Mtb BioA inh	Mtb FBA inh	BoNT F protease
CC(C)N(Cc1ccccc1)C(=O)CN1C(=O)NC2(CCOc3ccccc32)C1=O (stereo unspecified)	3	4	-2.6	-5.2	-3	10	1.7	3	-6
Cc1cccc(C)c1NC(=O)C(NC=O)c1ccc(N(C)C)cc1 (stereo unspecified)	2	9	-2.7	4.0	3	1	0.1	5	0
CCCCCOc1ccc(NC(=O)c2cc(SC)ccc2Cl)cc1	-6	-2	-2.1	2.2	3	1	-0.2	1	0
Cc1ccnc(NC(=O)c2ccc3c(c2)C(=O)N(CCC(C)C)C3=O)c1	4	9	0.5	0.1	-6	4	-0.6	0	-2
COc1ccc(-c2cn3cccnc3n2)cc1NC(=O)c1ccc(Br)o1	-6	1	-6.2	0.1	1	13	2.8	30*	-2
Cc1ccc(/C=N\NC(=O)CC(=O)NCCc2ccccc2)cc1	9	2	-1.0	-1.4	9	-1	-2.0	2	3
COC(=O)c1ccc2c(=O)n(Cc3ccc(C(=O)NC4CCCC4)cc3)c(=S)[nH]c2c1	3	-6	-1.9	-2.9	11	7	/	0	-3
C#CCOCCOCCOCCNc1nc(N2CCN(C(=O)[C@H]([C@@H](C)CC)n3cc(CCCN=C(N)N)nn3)CC2)nc(N2CCN(C(=O)[C@H](CCCCN)n3cc(CCCC)nn3)CC2)n1	-5	-6	-2.9	0.3	24	-10	2.4	1	-42
Cc1cc(Cl)ccc1NC(=S)NCc1ccccc1	11	2	-0.1	1.4	6	8	0.8	1	9
CC(=O)Nc1ccc(S(=O)(=O)Oc2ccc(Br)cc2C(=S)N2CCOCC2)cc1	3	4	-6.4	-3.0	6	7	3.8	-1	/
COc1ccc(-c2nc3ccccc3c(=O)n2NC(=O)Cc2ccccc2)cc1	4	3	-0.8	-1.1	4	6	-1.4	-2	-2

Source: PubChem BioAssay (several laboratories)
